Compound activity deposited in PubChem by The Scripps Research Institute Molecular Screening Center.
GPR151 activ: activators of human GPR151. Q8TDV0. AID 1508602. PathHunter beta-arrestin GPR151 cells, luminescence. activation, % at 11.2 µM. 650,000 compounds, 1% hits; in the data active = activation above about 4.9%;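 note: 0% = median of compound wells and 100% = cells with positive control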
Target sequence (Q8TDV0 whole entry, looked up): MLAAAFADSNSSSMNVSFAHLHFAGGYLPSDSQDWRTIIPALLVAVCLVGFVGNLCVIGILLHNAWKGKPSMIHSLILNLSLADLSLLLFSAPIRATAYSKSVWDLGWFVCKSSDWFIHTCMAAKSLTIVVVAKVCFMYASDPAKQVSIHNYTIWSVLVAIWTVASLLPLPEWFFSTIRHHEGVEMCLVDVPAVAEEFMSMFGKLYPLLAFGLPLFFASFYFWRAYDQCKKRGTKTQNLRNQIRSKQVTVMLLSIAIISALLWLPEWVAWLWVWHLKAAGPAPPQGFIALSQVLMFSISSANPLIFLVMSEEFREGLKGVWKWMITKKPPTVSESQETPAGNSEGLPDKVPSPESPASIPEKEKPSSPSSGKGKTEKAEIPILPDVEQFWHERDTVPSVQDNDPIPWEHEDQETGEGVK
MITF primary: blocks human microphthalmia-associated transcription factor. AlphaScreen MITF homodimerization, bead proximity signal. inhibition, % at 2.6 µM. 650,000 compounds, 0.91% hits. AID 1259374; in the data active = inhibition above about 50%;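 note: 0% = vehicle wells with protein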
TEAD-YAP inh: TEAD-YAP interaction inhibition; HEK-TIYL cells, TEAD-Gal4/YAP UAS-luciferase luminescence; 640,000 compounds, 1.4% hits; AID 1259422; inhibition, % at 9.12 µM; in the data active = inhibition above about 32%;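 note: 0% = median of test compound wells and 100% = reference inhibitor wells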
FBW7 activator: human FBW7 E3 ligase activation, primary screen | AID 1259310 | AlphaScreen FBW7–phospho-cyclin E peptide binding, activator screen | 650,000 compounds, 0.13% hits | normalized activity (activation), % at 26.1 µM; in the data active = normalized activity above about 1.9%;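 note: purified mutant Fbw7 with reduced substrate affinity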
Target sequence (Q969H0 whole entry, looked up): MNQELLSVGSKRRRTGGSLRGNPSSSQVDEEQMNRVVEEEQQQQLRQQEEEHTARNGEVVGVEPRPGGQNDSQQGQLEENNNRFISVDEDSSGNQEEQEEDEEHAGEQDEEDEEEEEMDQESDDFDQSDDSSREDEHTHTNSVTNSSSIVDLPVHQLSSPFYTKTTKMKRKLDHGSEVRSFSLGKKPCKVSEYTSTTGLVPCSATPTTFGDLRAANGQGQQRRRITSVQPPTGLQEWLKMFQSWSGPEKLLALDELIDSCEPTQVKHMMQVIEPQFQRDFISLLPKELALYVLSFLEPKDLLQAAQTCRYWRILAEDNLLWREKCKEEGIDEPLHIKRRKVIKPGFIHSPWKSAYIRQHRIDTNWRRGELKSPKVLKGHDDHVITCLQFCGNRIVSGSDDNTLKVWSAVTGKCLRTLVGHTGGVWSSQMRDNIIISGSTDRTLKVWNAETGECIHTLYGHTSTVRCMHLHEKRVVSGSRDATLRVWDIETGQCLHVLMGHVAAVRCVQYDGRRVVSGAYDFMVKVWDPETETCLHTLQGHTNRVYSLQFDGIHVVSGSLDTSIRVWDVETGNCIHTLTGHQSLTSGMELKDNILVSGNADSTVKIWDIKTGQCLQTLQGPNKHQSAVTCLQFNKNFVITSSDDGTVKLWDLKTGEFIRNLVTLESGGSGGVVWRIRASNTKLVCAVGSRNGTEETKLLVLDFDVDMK
* = called active by the depositor.

For COc1ccc(N2C(=O)c3cccc4cccc(c34)C2=O)nn1 the results were GPR151 activ 0.0, MITF primary -15, TEAD-YAP inh -4 and FBW7 activator -0.1.
For O=C(CNC(=O)c1cccs1)NCCN1CCN(c2ccccc2F)CC1 the results were GPR151 activ -0.4, MITF primary 1, TEAD-YAP inh 6 and FBW7 activator 0.0.
CCN(CC)C(=O)C1CCCN(c2nc(C)cc(NCCCN3CCCC3=O)n2)C1 (stereo not given) was read as GPR151 activ -0.6, MITF primary 5, TEAD-YAP inh -5 and FBW7 activator -0.1.
`O=C(NC1(c2ccc3c(c2)OCO3)CCCC1)c1n[nH]c(=O)c2ccccc12` gave GPR151 activ 0.6, MITF primary 14, TEAD-YAP inh 4 and FBW7 activator -0.1.
Cc1c(C(=O)Nc2ccc(Oc3ccccc3)cc2)sc2ncn(Cc3ccccc3F)c(=O)c12 was read as GPR151 activ -0.7, MITF primary 12, TEAD-YAP inh 4 and FBW7 activator 0.5.
For Cc1ccccc1N=c1oc2ccc(Br)cc2cc1C(N)=O the results were GPR151 activ -0.2, MITF primary -15, TEAD-YAP inh -1 and FBW7 activator 0.0.
`O=S(=O)(c1ccccc1)N1CCN(c2cccc(Cl)c2)CC1` gave GPR151 activ -0.7, MITF primary 10, TEAD-YAP inh -1 and FBW7 activator 0.1.
For COc1ccc(S(=O)(=O)N2CCCC(N(C)CCc3ccccc3)C2)cc1OC (stereo not given) the results were GPR151 activ 1.2, MITF primary 9, TEAD-YAP inh 3 and FBW7 activator 0.0.
For Cc1ccc(C(=O)O)c(C(=O)Nc2nc3ccccc3s2)c1 the results were GPR151 activ -0.2, MITF primary 7, TEAD-YAP inh -7 and FBW7 activator 0.1.
COc1ccc(S(=O)(=O)N2CCN(c3ccc(-c4ccncc4)nn3)CC2)cc1C was read as GPR151 activ -0.9, MITF primary -7, TEAD-YAP inh 10 and FBW7 activator 0.1.
Screening CC(=O)N1CCN(c2ncnc3c(-c4ccccc4)nsc23)CC1 returned GPR151 activ -0.1, MITF primary 5, TEAD-YAP inh -29 and FBW7 activator -0.1.
For CCOc1ccc(Nc2ncnc3c2cnn3-c2ccc(C)cc2C)cc1 the results were GPR151 activ 1.2, MITF primary 3, TEAD-YAP inh 3 and FBW7 activator -0.1.
For Clc1cc2c(cc1CSc1nnnn1-c1ccccc1)OCO2 the results were GPR151 activ 1.1, MITF primary 11, TEAD-YAP inh 5 and FBW7 activator -0.2.
For COc1ccc(C(=O)NC(=S)Nc2ccccc2[N+](=O)[O-])cc1 the results were GPR151 activ 1.4, MITF primary -2, TEAD-YAP inh -35 and FBW7 activator -0.2.
For CS(=O)(=O)N1CCC(Oc2nc3c(F)cc(F)cc3s2)CC1 the results were GPR151 activ -0.2, MITF primary -1, TEAD-YAP inh 1 and FBW7 activator 0.1.
For COc1ccc(C(=O)C[n+]2ccc(C(=O)NCCO)cc2)cc1 the results were GPR151 activ 0.7, MITF primary -2, TEAD-YAP inh -4 and FBW7 activator 0.0.
For COC(=O)c1c(NC(=O)c2ccco2)sc(C(=O)Nc2cccc(Cl)c2)c1C the results were GPR151 activ 0.6, MITF primary 12, TEAD-YAP inh 25 and FBW7 activator 0.6.
`CC(=O)c1cccc(N=C2c3cccc([N+](=O)[O-])c3C(=O)C2C(C)=O)c1` (stereo not given) gave GPR151 activ 0.2, MITF primary -1, TEAD-YAP inh 2 and FBW7 activator -0.3.
For Cn1nnc(NC(=S)NC(=O)Cc2ccccc2)n1 the results were GPR151 activ 0.1, MITF primary -19, TEAD-YAP inh 2 and FBW7 activator 0.0.
CCOC(=O)N1CCN(S(=O)(=O)c2ccc(C(=O)Nc3nc(-c4cccc([N+](=O)[O-])c4)cs3)cc2)CC1 was read as GPR151 activ -1.6, MITF primary 0, TEAD-YAP inh -1 and FBW7 activator -0.1.

Copied from the listing (two entries):
For Cn1nnc(NC(=S)NC(=O)Cc2ccccc2)n1 the results were GPR151 activ 0.1, MITF primary -19, TEAD-YAP inh 2 and FBW7 activator 0.0.
CCOC(=O)N1CCN(S(=O)(=O)c2ccc(C(=O)Nc3nc(-c4cccc([N+](=O)[O-])c4)cs3)cc2)CC1 was read as GPR151 activ -1.6, MITF primary 0, TEAD-YAP inh -1 and FBW7 activator -0.1.

The main list resumes, starting three compounds before the break.
`CC(=O)c1cccc(N=C2c3cccc([N+](=O)[O-])c3C(=O)C2C(C)=O)c1` (stereo not given) gave GPR151 activ 0.2, MITF primary -1, TEAD-YAP inh 2 and FBW7 activator -0.3.
For Cn1nnc(NC(=S)NC(=O)Cc2ccccc2)n1 the results were GPR151 activ 0.1, MITF primary -19, TEAD-YAP inh 2 and FBW7 activator 0.0.
CCOC(=O)N1CCN(S(=O)(=O)c2ccc(C(=O)Nc3nc(-c4cccc([N+](=O)[O-])c4)cs3)cc2)CC1 was read as GPR151 activ -1.6, MITF primary 0, TEAD-YAP inh -1 and FBW7 activator -0.1.
`Cc1ccc(-c2ccc3nnc(SCC(=O)NC4CCCCC4)n3n2)cc1` gave GPR151 activ 1.9, MITF primary 18, TEAD-YAP inh -5 and FBW7 activator 0.1.
`CC(=O)c1ccc(N/C=C/C(=O)c2ccc(Br)cc2)cc1` gave GPR151 activ 0.1, MITF primary 3, TEAD-YAP inh 1 and FBW7 activator 0.6.
For CCOC(=O)CNC(=O)c1cc(OC)c(OC)cc1[N+](=O)[O-] the results were GPR151 activ 0.6, MITF primary -5, TEAD-YAP inh 2 and FBW7 activator -0.1.
For C=CCOC(=O)C1=C(C)NC(C)=C(C(=O)OCC=C)C1c1ccc(-c2cccc(Cl)c2)o1 the results were GPR151 activ -1.3, MITF primary 3, TEAD-YAP inh 6 and FBW7 activator 0.3.
Screening CC(=O)Nc1ccc(C2Nc3cc(C)c(C)cc3NC3=C2C(=O)CC(C)(C)C3)cc1 (stereo not given) returned GPR151 activ 0.9, MITF primary 4, TEAD-YAP inh -18 and FBW7 activator 0.0.
For CCCC(c1nnnn1Cc1ccco1)N1CCN(C(=O)c2ccco2)CC1 (stereo not given) the results were GPR151 activ -0.6, MITF primary -5, TEAD-YAP inh -3 and FBW7 activator 0.1.
`CCOC(=O)c1c(NC(C)=O)sc2c(O)c(CNC3CCCCC3)ccc12` gave GPR151 activ -0.5, MITF primary 3, TEAD-YAP inh -1 and FBW7 activator -0.1.
Screening COc1cc(Nc2nc(-c3ccccc3)nc3c2ncn3C(C)C)cc(OC)c1OC returned GPR151 activ -0.1, MITF primary -9, TEAD-YAP inh -1 and FBW7 activator -0.2.
`CC(C)NC(=O)Cc1c(C(=O)O)n(C)c2ccccc12` gave GPR151 activ 1.3, MITF primary -3, TEAD-YAP inh 7 and FBW7 activator 0.0.
`Cc1ccc(/C(O)=C2/C(=O)C(=O)N(CCCn3ccnc3)C2c2ccccc2)cc1` (stereo not given) gave GPR151 activ 0.3, MITF primary -10, TEAD-YAP inh -48 and FBW7 activator 0.3.
For CCOc1ccc(-n2c(CNC(=O)c3ccc(S(=O)(=O)N(C)C)cc3)nnc2SCC(=O)Nc2nc3ccccc3s2)cc1 the results were GPR151 activ 0.9, MITF primary 3, TEAD-YAP inh 4 and FBW7 activator 0.1.
For Cc1ccc(C)c(/C(O)=C2\C(=O)C(=O)N(CCN(C)C)C2c2ccc(C)o2)c1 (stereo not given) the results were GPR151 activ -1.1, MITF primary 7, TEAD-YAP inh 3 and FBW7 activator 0.0.
`C=CCNC(=O)N1c2ccccc2Sc2ccccc21` gave GPR151 activ -0.8, MITF primary 6, TEAD-YAP inh 2 and FBW7 activator 0.1.
`CC(C)c1ccc(/C=N/NC(=O)C(=O)NC2CCCCC2)cc1` gave GPR151 activ -0.2, MITF primary 0, TEAD-YAP inh -4 and FBW7 activator -0.1.
For COc1ccc(NC(=O)c2cnc(N3CCN(c4ccccn4)CC3)c3ccccc23)cc1Cl the results were GPR151 activ -0.8, MITF primary -3, TEAD-YAP inh 19 and FBW7 activator -0.1.
For Cc1cc(OC(=O)c2ccc(S(=O)(=O)N(C)C)cc2)c([N+](=O)[O-])c(=O)[nH]1 the results were GPR151 activ -0.7, MITF primary 3, TEAD-YAP inh 5 and FBW7 activator -0.1.
C=CCNc1ncc([N+](=O)[O-])c(NCC=C)n1 was read as GPR151 activ 0.0, MITF primary -4, TEAD-YAP inh 2 and FBW7 activator 0.0.
Cc1nc(Sc2nnnn2-c2ccccc2)c(C#N)c(C)c1C was read as GPR151 activ -0.5, MITF primary -14, TEAD-YAP inh -11 and FBW7 activator 0.2.
For COc1ccc(CN2C3CCC2CC(NC(=O)c2cc(OC)c(OC)c(OC)c2)C3)cc1 (stereo not given) the results were GPR151 activ -0.2, MITF primary 2, TEAD-YAP inh -5 and FBW7 activator 0.1.
For CCOC(=O)c1ccccc1NC(=O)c1sc2nc(C)[nH]c(=O)c2c1C the results were GPR151 activ 0.0, MITF primary -6, TEAD-YAP inh 0 and FBW7 activator -0.1.
`O=C(NCc1cccc(C(F)(F)F)c1)c1cccc(NCCCN2CCCC2=O)n1` gave GPR151 activ 2.0, MITF primary 3, TEAD-YAP inh 11 and FBW7 activator 0.1.
Screening N#Cc1c(N)nc(N2CCCCC2)c(C#N)c1C1(C#N)CC1 returned GPR151 activ 0.8, MITF primary 8, TEAD-YAP inh -1 and FBW7 activator 0.1.
Screening Cc1cc(Br)cc(C)c1OCC(=O)Nc1ccc2c(c1)OCCO2 returned GPR151 activ 0.4, MITF primary 7, TEAD-YAP inh -10 and FBW7 activator 0.0.
`CCC(C)Nc1nc2c(c(=O)[nH]c(=O)n2C)n1CCCc1ccccc1` (stereo not given) gave GPR151 activ 0.7, MITF primary 17, TEAD-YAP inh -4 and FBW7 activator 0.7.
Screening CC(C)(C)NC(=O)C(c1ccccc1)N(Cc1ccc(F)cc1)C(=O)c1csnn1 (stereo not given) returned GPR151 activ 0.1, MITF primary -9, TEAD-YAP inh 0 and FBW7 activator -0.1.
CN(c1ccccc1N(C)S(=O)(=O)c1ccccc1)S(=O)(=O)c1ccccc1 was read as GPR151 activ 2.1, MITF primary 7, TEAD-YAP inh -4 and FBW7 activator 0.0.
Screening CCCC(=O)N1c2ccccc2NC2=C(C(=O)CCC2)C1c1cccc([N+](=O)[O-])c1 (stereo not given) returned GPR151 activ 0.3, MITF primary 5, TEAD-YAP inh 7 and FBW7 activator 0.0.
`COc1ccc2ncc(C(=O)c3ccc(C)cc3)c(N3CCOCC3)c2c1` gave GPR151 activ 2.4, MITF primary 3, TEAD-YAP inh -1 and FBW7 activator -0.1.
O=C(Nc1ccc(Cl)c([N+](=O)[O-])c1)C1CC(=O)N(c2ccc(Cl)cc2)C1 (stereo not given) was read as GPR151 activ 0.9, MITF primary 9, TEAD-YAP inh 0 and FBW7 activator 0.1.
Screening Cc1ccc(C(=O)O)cc1NC(=S)NC(=O)/C=C/c1ccco1 returned GPR151 activ -0.3, MITF primary 50, TEAD-YAP inh -7 and FBW7 activator 0.2.
Screening Nc1c(C(=O)NCc2ccc(F)cc2)nnn1Cc1ccc(Br)cc1F returned GPR151 activ 1.1, MITF primary -5, TEAD-YAP inh -1 and FBW7 activator 0.1.
Screening CCCCNC(=O)c1noc2c1COc1ccccc1-2 returned GPR151 activ 1.0, MITF primary 9, TEAD-YAP inh -42 and FBW7 activator 0.0.
For CCOc1ccc(NC(=O)N2CCC(Cn3cnc4cc(C)c(C)cc43)CC2)cc1 the results were GPR151 activ 5.8*, MITF primary 7, TEAD-YAP inh 10 and FBW7 activator -0.2.
CC(=O)c1ccc(NC(=O)c2ccc(CN3CCOCC3)cc2)cc1 was read as GPR151 activ -0.6, MITF primary 6, TEAD-YAP inh -5 and FBW7 activator 0.2.
For CCc1ccc(N(CC(=O)N2CCN(CC)CC2)S(C)(=O)=O)cc1 the results were GPR151 activ 3.3, MITF primary -1, TEAD-YAP inh -11 and FBW7 activator 0.0.
Screening CCN(CC)CCNC(=O)c1cccc(Br)c1 returned GPR151 activ 0.6, MITF primary 0, TEAD-YAP inh -5 and FBW7 activator -0.2.
For O=C(CN1C(=O)COc2cc(S(=O)(=O)N3CCOCC3)ccc21)N1CCCCC1 the results were GPR151 activ 4.9, MITF primary 10, TEAD-YAP inh 8 and FBW7 activator -0.1.
`O=C(NCc1ccc(F)cc1)c1ccco1` gave GPR151 activ 0.0, MITF primary -32, TEAD-YAP inh 4 and FBW7 activator 0.1.
Screening O=C(CNS(=O)(=O)c1ccc(Br)s1)NCc1cccnc1 returned GPR151 activ 0.0, MITF primary 7, TEAD-YAP inh 3 and FBW7 activator 0.3.
Screening COC(=O)C1=C(C)NC2=C(C(=O)CC(c3ccc(OC)cc3)C2)C1c1ccccc1Br (stereo not given) returned GPR151 activ -0.2, MITF primary -3, TEAD-YAP inh 6 and FBW7 activator 0.1.
For CCCCNc1nc(SCC(=O)N2CCN(c3ccccc3OC)CC2)nc2ccccc12 the results were GPR151 activ 0.0, MITF primary -8, TEAD-YAP inh 6 and FBW7 activator -0.1.
Screening COc1ccc(N2CC(C(=O)OCC(=O)c3ccc(C)cc3)CC2=O)cc1 (stereo not given) returned GPR151 activ 0.5, MITF primary 8, TEAD-YAP inh 11 and FBW7 activator 0.0.

Structural class: those above containing a COOH group
For Cc1ccc(C(=O)O)c(C(=O)Nc2nc3ccccc3s2)c1 the results were GPR151 activ -0.2, MITF primary 7, TEAD-YAP inh -7 and FBW7 activator 0.1.
`CC(C)NC(=O)Cc1c(C(=O)O)n(C)c2ccccc12` gave GPR151 activ 1.3, MITF primary -3, TEAD-YAP inh 7 and FBW7 activator 0.0.
Screening Cc1ccc(C(=O)O)cc1NC(=S)NC(=O)/C=C/c1ccco1 returned GPR151 activ -0.3, MITF primary 50, TEAD-YAP inh -7 and FBW7 activator 0.2.
